PfHsp90 yeast 2 – growth inhibition of PfHsp90-expressing yeast, primary screen, antimalarial PfHsp90 inhibitor project, S. cerevisiae, BacTiter-Glo luminescence, single point, set 2. AID 504621, 2011. inhibition, % at 9.4 µM. 310,000 compounds, 0.32% hits. BacTiter-Glo ATP, 48 h; yeast lacking PDR1 and PDR3 efflux regulators;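 active = every replicate shows inhibition above about 80%, whatever the replicate mean, limit read from the data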;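 also: 0% = DMSO neutral controls and 100% = 20 µM radicicol positive controls; yeast relying on Plasmodium falciparum Hsp90 in place of its own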
AddAB inh – growth inhibition of E. coli expressing H. pylori AddAB, primary screen, AddAB inhibitor project, absorbance; AID 435030, 2010; inhibition, % at 11.9 µM; 330,000 compounds, 0.29% hits; in the data active = inhibition above about 12%;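 also: 0% = vehicle wells of infected cells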
MOR-DOR ag – agonists of OPRM1-OPRD1 heterodimerization, primary screen, cell-based, luminescence | Mu-type opioid receptor (Homo sapiens) + Delta-type opioid receptor (Homo sapiens), … | cells | activation, % at 9.3 µM | 340,000 compounds, 0.3% hits; in the data active = activation above about 18%;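 also: 0% = vehicle-treated cells and 100% = reference agonist; values of inactives mirror those of a sister screen read the other way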
Target sequence (P35372 whole entry, looked up): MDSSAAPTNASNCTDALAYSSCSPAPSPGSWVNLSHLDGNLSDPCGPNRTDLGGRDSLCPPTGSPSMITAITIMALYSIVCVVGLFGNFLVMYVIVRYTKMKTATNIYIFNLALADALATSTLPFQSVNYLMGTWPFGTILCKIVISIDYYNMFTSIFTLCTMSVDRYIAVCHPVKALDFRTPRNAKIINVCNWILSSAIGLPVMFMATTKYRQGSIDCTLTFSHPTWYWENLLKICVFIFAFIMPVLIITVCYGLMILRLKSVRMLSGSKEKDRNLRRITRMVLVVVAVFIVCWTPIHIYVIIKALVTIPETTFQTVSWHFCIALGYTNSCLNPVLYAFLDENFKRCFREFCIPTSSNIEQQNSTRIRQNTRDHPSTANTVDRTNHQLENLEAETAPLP
Target sequence (P41143 whole entry, looked up): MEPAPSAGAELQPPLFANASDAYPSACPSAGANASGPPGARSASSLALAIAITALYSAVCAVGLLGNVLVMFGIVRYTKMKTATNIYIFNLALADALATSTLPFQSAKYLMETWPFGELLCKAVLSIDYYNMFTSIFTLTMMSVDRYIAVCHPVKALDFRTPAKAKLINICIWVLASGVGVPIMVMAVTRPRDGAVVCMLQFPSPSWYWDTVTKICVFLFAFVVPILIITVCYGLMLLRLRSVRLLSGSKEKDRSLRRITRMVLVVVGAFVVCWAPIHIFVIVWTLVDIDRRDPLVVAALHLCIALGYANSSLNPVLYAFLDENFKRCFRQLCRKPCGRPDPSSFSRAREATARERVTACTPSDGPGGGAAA
MOR-DOR inv ag – inverse agonists of MOR-DOR heterodimerization, primary screen, cell-based, luminescence; Mu-type opioid receptor (Homo sapiens) + Delta-type opioid receptor (Homo sapiens), …; cell-based MOR-DOR heterodimer luminescence, inverse agonism; inhibition, % at 9.3 µM; 340,000 compounds, 0.21% hits; AID 504357, 2011; in the data active = inhibition above about 22%, passing the limit was not always enough;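 also: 0% = cells with DMSO and 100% = wells without cells with DMSO; values of inactives mirror those of a sister screen read the other way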
HTR5A inv ag – HTR5A inverse agonists in luminescence cell assay, primary screen, counter-screen for OPRM1-OPRD1 heterodimer inverse agonist project, full-deck HTS; AID 504634, 2011; 340,000 compounds, 0.083% hits; inhibition, % at 9.3 µM; HTR5A cell line, inverse agonism; in the data active = inhibition mostly above about 23%, no sharp cut-off; inactive = mostly below about 18%;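 also: 0% = cells with DMSO and 100% = no-cell wells with DMSO; some compounds called inactive have numbers as strong as hits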
Ecoli viability – E. coli V3065 growth inhibition, primary screen, counter-screen for AddAB inhibitor project, absorbance, OD600. 18 h. inhibition, % at 11.9 µM. 330,000 compounds, 0.27% hits. AID 449728, 2010;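 active = inhibition above the campaign's mean inhibition across all tested compounds plus 3 SD, cut at about 9.9% in these data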;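 also: uninfected addAB+ strain grown without phage in ampicillin broth; 0% = DMSO wells and 100% = ciprofloxacin 0.95 µg/ml wells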
SUMO Mot1 rescue – yeast Mot1-301 growth rescue at high temperature, primary screen, SUMOylation pathway inhibitor project, S. cerevisiae, ATP luminescence, 38.5C. S. cerevisiae Mot1-301 growth rescue; percent above DMSO median, 100 means doubled. growth rescue, % at 18.8 µM. 320,000 compounds, 1% hits;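 active = every valid replicate shows activation above 250% relative to neutral control wells; inactive = the rest, any valid replicate at or below 250%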;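 also: OY570 slx delta 5 strain wells were the positive control but not used for scaling; some compounds called inactive have numbers as strong as hits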
PKA-R2B activ – activators of PKA-R2B holoenzyme, primary screen, biochemical, fluorescence polarization, Cy5-IP20, human; PKA-R2B holoenzyme dissociation; R2B truncated from residue 108, S112A mutant; 0% DMSO only, 100% 113 µM cGMP; activation, % at 11.4 µM; 340,000 compounds, 0.079% hits; cAMP-dependent protein kinase catalytic subunit beta (Homo sapiens) + cAMP-dependent …;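 active = activation above a cutoff set at the mean over all compounds plus 3 SD, cut at about 18% in these data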;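 also: higher means more holoenzyme dissociation and a rise in polarization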
PKA-R1A act – activators of PKA-R1A holoenzyme, primary screen, biochemical, fluorescence polarization, Cy5-IP20, bovine R1A, mouse PKAc | cAMP-dependent protein kinase type I-alpha regulatory subunit (Bos taurus) + … | PKA-R1A dissociation; scaled: DMSO 0%, 113 µM cGMP 100% | activation, % at 11.4 µM | 340,000 compounds, 0.083% hits | AID 504707, 2011;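 active = percent activation above the mean of all tested compounds plus 3 SD, cut at about 19% in these data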;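 also: higher means more PKAc released from R1A so a rise in polarization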
Tat export inh – E. coli Tat export inhibitors, primary screen, MC4100, TorA-mCherry reporter, fluorescence, single point. inhibition, % at 10 µM. 340,000 compounds, 0.036% hits. AID 488895, 2010;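 active = mean replicate inhibition at least 50% and at least half of replicates individually reaching 50%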;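 also: exported cargo escapes ClpAP degradation while cytoplasmic cargo is degraded and loses fluorescence; 0% = median of neutral control wells and 100% = median of NaSCN control wells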
phage Ecoli inh – growth loss of phage-infected E. coli, primary screen, RecBCD inhibitor project, absorbance, with phage, HTS. AID 651602, 2012. inhibition, % at 11.9 µM. 360,000 compounds, 0.26% hits; in the data active = inhibition above about 11%
Starred values were filed as active, the others as inactive; / = not tested or not shown.

SMILES	PfHsp90 yeast 2	AddAB inh	MOR-DOR ag	MOR-DOR inv ag	HTR5A inv ag	Ecoli viability	SUMO Mot1 rescue	PKA-R2B activ	PKA-R1A act	Tat export inh	phage Ecoli inh
O=C(c1ccco1)N1CCN(C(=O)C2CC(=O)N(c3ccc(Cl)cc3)C2)CC1 (stereo unspecified)	12	0.8	0.5	-3	8	1.4	11	-11	-8	-4	-1.7
O=C(/C=C/c1cccs1)NC(=S)Nc1ccc(S(=O)(=O)Nc2ccccc2C(F)(F)F)cc1	-1	1.9	-0.3	1	0	1.2	5	-5	0	-9	4.5
CC(NC(=O)c1ccc(Cn2cc([N+](=O)[O-])cn2)o1)c1ccccc1 (stereo unspecified)	10	-3.2	-0.8	4	35	-0.8	-14	12	9	-1	5.3
O=C(COc1ccc(F)cc1Br)NCC1(N2CCOCC2)CCCCC1	3	1.6	5.8	-23	-13	-1.2	-1	-1	-6	0	0.6
Cc1ccccc1OCC(=O)NC(=S)Nc1ccc(Br)c(C)n1	-5	1.2	-0.8	5	17	1.1	-2	2	-10	-10	1.3
Cc1ccc(NC(=O)Nc2ccc3c(c2)OCO3)c(OC(F)F)c1	10	/	-3.7	12	20	/	-13	-8	-8	13	4.4
CCN1C(=O)C(Cc2nc3ccccc3c(=O)n2-c2ccccc2)c2ccccc21 (stereo unspecified)	/	1.2	-3.6	17	3	1.6	19	-10	-4	-3	3.0
CCSc1nnc(CNC(=O)C23CC4CC(CC(C4)C2)C3)n1Cc1ccccc1	-3	1.4	-0.7	3	14	-0.6	-7	-11	-12	4	2.2
CC1(c2ccc3c(c2)OCO3)NC(=O)N(CC(=O)Nc2ccccc2)C1=O (stereo unspecified)	4	/	1.6	-10	6	/	/	0	-9	-1	2.1
COc1cc(OC)c(OC)cc1/C=C/C(=O)c1ccc(NS(=O)(=O)c2ccc(C)cc2)cc1	2	-1.4	3.3	-15	10	-3.0	204	3	1	-2	-0.8
CCN(C(=O)CSc1nc2cc(C(=O)O)ccc2c(=O)n1Cc1ccccc1)c1ccccc1	8	-0.7	-1.9	10	4	0.6	-15	8	3	6	2.0
CCOC(=O)c1c(CN2CCOCC2)n(-c2ccccc2)c2cc(Br)c(OC)cc12	/	2.9	0.8	-5	-5	-2.7	1	-9	-3	5	2.2
CCOC(=O)Cc1csc(NC(=O)CSc2nc(N)c3c(C)c(C)sc3n2)n1	-11	-1.7	1.7	-11	-6	0.0	7	2	-12	-11	0.8
Cc1cc(C)cc(C(=O)OCC(=O)NC2CCCC2)c1	-30	-2.1	-1.0	5	-6	-1.7	7	-2	-14	-7	3.2
Cc1nn(C(=O)Cn2ccc([N+](=O)[O-])n2)c(C)c1Cl	8	1.0	-2.4	11	4	0.8	3	-4	-8	0	1.3
COc1ccc(CN2CCN(C(=O)c3ccc(S(=O)(=O)N4CCCCCC4)cc3)CC2)cc1F	-18	/	-1.3	6	12	/	/	-6	-15	4	0.6
CC/C(=N/Nc1ccccc1)c1cnnc(SC)n1	-17	2.5	0.4	-2	0	1.7	7	12	-10	-7	-0.6
NS(=O)(=O)c1ccc(-c2cccc(/C=C3\SC(=O)NC3=O)c2)cc1	-22	0.2	-1.0	5	-22	-0.6	-28	10	10	-7	1.9
O=C(CCn1c(=O)[nH]c2ccccc2c1=O)NCCCN1CCN(c2cccc(Cl)c2)CC1	57	1.7	-0.8	4	-3	0.7	6	-5	5	-4	/
Cc1oc2c(CN3CCC(C)CC3)c(O)ccc2c(=O)c1-c1ccccc1	-8	-2.7	-1.5	9	-19	0.8	1	-2	0	6	1.3
FC(F)c1nc2ccccc2[nH]1	-22	0.0	-0.2	1	10	0.6	-8	0	-2	-5	3.9
Cn1c(=N)n(CC(=O)c2ccc(Cl)c(Cl)c2)c2ccccc21	-1	-4.3	10	-58	1	-2.6	47	2	-6	-1	0.6
COc1ccc(-n2nnc3c(=O)n(CC(=O)Nc4cc(C)on4)cnc32)cc1OC	-6	0.2	-1.7	8	9	-0.2	-16	-9	-14	-5	0.6
COc1cc(OC)cc(C(=O)O/N=C(\N)c2cccc(C)c2)c1	-20	-0.6	4.2	-19	-20	0.4	-29	6	-4	-4	-0.1
COc1ccc(/C=C/C(=O)NCCCNC(=O)/C=C/c2ccc(OC)c(OC)c2)cc1OC	4	2.5	-2.9	15	-32	2.0	-11	7	3	1	3.3
COc1ccc(/C=C/C(=O)OCC(=O)N2CC(=O)Nc3ccccc32)cc1S(=O)(=O)N1CCOCC1	21	4.9	-1.4	8	-25	3.1	-1	-9	-6	-1	1.9
Cc1ccc(C(=O)NCC(=O)NCC(c2ccco2)N2CCCCC2)cc1C (stereo unspecified)	/	/	0.0	0	-13	/	/	-3	-1	9	-0.7
Cc1cc(C(=O)C(=O)O)c(C)n1-c1ccc(Cl)cc1	-16	2.1	-1.3	6	-4	-1.3	0	0	-2	1	3.4
Cc1ccccc1C(=O)c1c[nH]c(C(=O)NCc2ccco2)c1	6	2.4	-0.9	5	5	-2.6	-5	0	-5	7	3.4
O=C(Nc1ccc(Oc2ccc(NC(=O)c3ccco3)c(NC(=O)c3ccco3)c2)cc1)c1ccco1	/	2.8	-1.1	6	-3	-0.2	12	8	-5	-8	0.2
CC(C)c1nc2ccccc2n1CCC(=O)O	3	-2.4	-1.6	9	9	0.8	5	2	5	4	-2.5
CN(C)c1ccc(/C=N/N(CCO)C2=NS(=O)(=O)c3ccccc32)cc1	1	1.6	-1.1	5	-1	0.3	46	3	-1	-5	-0.3
O=S(=O)(c1ccc2c(c1)OCCO2)N(Cc1ccc(F)cc1)Cc1nnc(-c2cccs2)o1	23	-1.0	-1.2	7	6	1.4	173	-10	-3	-3	1.6
CN(CC(=O)Nc1ccc(Cl)c(C(F)(F)F)c1)C(=O)c1cccs1	22	3.5	0.8	-5	9	0.2	-10	-11	0	3	-0.6
Cc1ccc(NC(=O)C2CCN(S(=O)(=O)c3cnc[nH]3)CC2)nc1	13	0.7	-1.8	11	-25	-1.4	346	-2	-19	-7	0.0
C(=NOCCc1ccccc1)c1ccncc1	13	/	-1.1	5	7	/	/	1	-13	15	1.9
CCC(Cc1ccccc1)NCc1c(C(=O)O)c(C)n(Cc2ccccc2)c1C (stereo unspecified)	6	-1.5	1.0	-5	-17	-0.2	-8	11	3	3	2.9
COc1cc(Nc2nnc(C)s2)c(Cl)cc1Cl	1	1.7	-0.9	5	-26	-0.8	/	3	-7	-2	1.8
CC1(C)C(c2ccccc2)=NC(c2ccc(F)cc2)N1O (stereo unspecified)	-6	-1.8	-5.1	29*	-5	-0.4	135	1	-4	2	1.6
CSc1ncccc1C(=O)OCc1ccc([N+](=O)[O-])cc1	/	0.9	-0.4	2	-43	-1.5	6	-6	-15	0	0.8
CCOc1ccc(C(C)NC(=O)c2ccccc2OCc2c(C)noc2C)cc1OCC (stereo unspecified)	10	1.0	-0.1	1	-5	-0.7	5	2	4	1	-0.7
O=C(Nc1ccc(N2CCN(C(=O)c3ccco3)CC2)c(Cl)c1)c1cccnc1	6	-1.1	-0.6	3	-29	-4.2	-6	-12	-2	1	-1.2
CCCCOc1cccc(C(=O)NC(=S)Nc2cccnc2)c1	7	2.9	-0.8	4	9	0.9	1	2	-2	-3	1.8
COc1cc2c(cc1OC)CN(C(=O)c1ccccc1C(=O)O)CC2	/	1.6	-2.1	12	-31	-0.8	-24	0	-18	1	2.6
OC(CN1C2=NCCCN2c2ccccc21)c1ccc(Br)cc1 (stereo unspecified)	2	6.1	-1.6	8	4	4.6	-21	9	3	-4	1.0
CCOC(=O)c1sc(=NC(=O)CCS(=O)(=O)c2ccccc2)n(C)c1C	-37	0.9	-3.5	17	28	-0.2	6	1	9	-3	1.1
Cc1cc(=O)n2nc(N3CCC(C(=O)NCCc4ccccc4)CC3)sc2n1	7	3.2	-1.9	11	14	2.4	-18	-1	-7	7	1.1
CCN(Cc1ccccc1)C(=O)Cn1cnc2c1c(=O)n(C)c(=O)n2C	/	5.0	/	/	/	0.4	-4	1	-13	1	3.1
O=C(/C=C/c1ccc(S(=O)(=O)N2CCOCC2)cc1)NCCc1ccc(C(F)(F)F)cc1	2	-1.1	6.7	-27	5	-2.3	20	-15	-3	7	0.1
O=C(O)c1nc2ccccc2nc1C(=O)O	-10	1.2	-1.0	5	12	-1.0	109	3	7	-11	0.8
CCOC(=O)C1=CC[C@]2(C)c3c(c4ccccc4n3C)C(=O)C1N2C	6	3.5	0.1	-1	-2	0.7	-4	3	-2	0	-0.7
Cc1nc2ccc(NS(=O)(=O)c3ccccc3Cl)cc2s1	/	2.4	-3.0	12	3	4.7	-15	7	4	12	1.1
COc1ccc2c(COC(=O)CNS(=O)(=O)c3ccccc3)cc(=O)oc2c1	-10	1.9	0.1	0	1	0.8	30	-6	-11	0	1.8
CC(=O)Nc1ccc(S(=O)(=O)Nc2cccc3[nH]ncc23)cc1	-6	1.4	-1.0	6	11	-1.9	12	-2	2	-2	2.3
CC1(C)CC(=O)C(C2NCCc3ccccc32)=C(O)C1 (stereo unspecified)	-8	1.6	-1.2	7	0	1.9	-16	9	-1	-6	1.1
C/C(=N\Nc1cc(C)nc(NCc2ccccc2)n1)c1ccc([N+](=O)[O-])cc1	6	4.5	3.4	-18	-9	-0.5	9	3	-10	-1	0.1
CCOC(=O)C1(Cc2cccc(Cl)c2)CCCN(C2CCN(C(C)=O)CC2)C1 (stereo unspecified)	32	-0.9	-1.8	8	8	0.7	33	-9	-9	3	0.9
O=C(NC1CCCCCCC1)c1cccnc1	22	4.2	-2.0	10	0	-0.9	296	-2	-6	-15	2.0
COc1ccc(C(=O)NCc2nnc(SCC(=O)N3CCCC3)o2)cc1	3	1.9	-1.3	7	-29	-1.0	-15	-8	-4	6	2.1

Sorted by count of non-hydrogen atoms (lowest first): some entries from above.
SMILES	PfHsp90 yeast 2	AddAB inh	MOR-DOR ag	MOR-DOR inv ag	HTR5A inv ag	Ecoli viability	SUMO Mot1 rescue	PKA-R2B activ	PKA-R1A act	Tat export inh	phage Ecoli inh
OC(CN1C2=NCCCN2c2ccccc21)c1ccc(Br)cc1 (stereo unspecified)	2	6.1	-1.6	8	4	4.6	-21	9	3	-4	1.0
NS(=O)(=O)c1ccc(-c2cccc(/C=C3\SC(=O)NC3=O)c2)cc1	-22	0.2	-1.0	5	-22	-0.6	-28	10	10	-7	1.9
CC(NC(=O)c1ccc(Cn2cc([N+](=O)[O-])cn2)o1)c1ccccc1 (stereo unspecified)	10	-3.2	-0.8	4	35	-0.8	-14	12	9	-1	5.3
